Compound activity: PubChem, several laboratories
MRP resist rev = reversal of MRP1-mediated doxorubicin resistance, primary screen, H69AR cells, doxorubicin co-treatment. H69AR cells + 2 uM doxorubicin, CellTiter-Glo, 72 h. differential viability (reversal), % at 10 µM. 85,000 compounds, 0.04% hits;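 active means viability drop by adding the cancer drug above about 55%, with treated viability meeting a 40% cutoff, limit read from the data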;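 further: viability without doxorubicin minus viability with 2 µM doxorubicin for each compound; larger differential means the compound sensitizes cells more to doxorubicin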
Bcl-B displacement = displacers of TR3 peptide from Bcl-B, primary screen, selectivity assay for Bfl-1 inhibitor project, biochemical, fluorescence polarization; Bcl-2-like protein 10 (Homo sapiens); FP displacement of FITC-TR3 peptide from Bcl-B; higher % means a stronger effect; displacement, % at 20 µM, or IC50 in µM where a hit was titrated; 96,000 compounds, 0.11% hits; AID 748, 2007;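 active means displacement above 50% at 20 µM plus a fluorescence interference ratio under 1.5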;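 further: plate controls were wells without compound for no effect and wells lacking Bcl-B protein for full effect; a part of the inactive calls stands beside numbers as strong as those of hits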
PLAP inhibition = PLAP enzyme inhibitors, biochemical, luminescence, HTS (AID 690) | inhibition, % at 20 µM; hits with a dose series show IC50 in µM | 96,000 compounds, 0.08% hits | purified PLAP, luminescent substrate; higher % means a stronger effect; in the data active means a potency from the dose series; inactive means the rest, 99 in 100 with inhibition below about 30%; further: strong numbers were not always called active
NFkB transloc inh = inhibitors of IL-1B driven NFkB p65 nuclear import, primary screen, imaging, HUVEC, IL-1B stimulus, high-content imaging | HUVEC IL-1B NFkB p65 nuclear translocation imaging | inhibition, % at 2 µM | 94,000 compounds, 0.43% hits;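 active means inhibition above about 30% together with a positive call from visual inspection of the well image, limit read from the data; inconclusive means inhibition above a set limit but visual check negative; inactive means inhibition not above a set limit, visual check negative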;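 further: nuclear over cytoplasmic p65 intensity ratio measured by imaging; 0% = IL-1B stimulated DMSO wells and 100% = unstimulated DMSO wells; values of inactives mirror those of a sister screen read the other way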
IL1B NFkB pot = enhancers of NFkB p65 translocation in HUVEC – imaging, IL-1B stimulus, high-content imaging, primary screen. HUVEC IL-1B NFkB p65 nuclear translocation imaging. activation, % at 2 µM. 94,000 compounds, 0.3% hits. AID 819, 2007;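 active means activation above 40%, about the mean plus 3 SD, also judged a hit on visual image review; inconclusive means activation above 40% but not a hit on visual review; inactive means activation not above 40% and no visual hit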;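 further: percent activation is computed from the nuclear over cytoplasmic p65 intensity ratio; values of inactives mirror those of a sister screen read the other way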
MRP resist rev cytotoxicity = further read-out of MRP resist rev, marked with its call; viability, %; H69AR cells, CellTiter-Glo, 72 h; measured here: cytotoxicity without doxorubicin
MRP resist rev with doxorubicin = further read-out of MRP resist rev, marked with its call; viability, %; measured here: viability with 2 uM doxorubicin; active compounds read low
NFkB transloc inh cell count 2 µM = recorded beside NFkB transloc inh, whose call it bears; cell count; measured here: cells passing quality filter;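 raw number of nuclei counted in each imaged well without normalization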
IL1B NFkB pot cell count 2 µM = further read-out of IL1B NFkB pot, marked with its call; cell count; measured here: cells passing quality filter
An asterisk follows results filed as active; ? = inconclusive; nt = no result given. Some of the compounds tested (hit frequency here may not be typical).

SMILES	MRP resist rev	MRP resist rev cytotoxicity	MRP resist rev with doxorubicin	Bcl-B displacement	PLAP inhibition	NFkB transloc inh	NFkB transloc inh cell count 2 µM	IL1B NFkB pot	IL1B NFkB pot cell count 2 µM
CCC(CO)NC(=O)c1ccc(-c2nn(C)c(=O)c3ccccc23)cc1 (stereo unspecified)	35	96	61	18%	-10%	-18	183	18	183
CCC1=[N+]([O-])C(C)(/C(C)=N\O)N(O)C1(C)C (stereo unspecified)	9	103	93	2%	2%	10	103	-10	103
Cc1ccc2c(c1)C(=O)CCN2	-8	93	101	62%	3%	-4	99	4	99
Cc1cc2c(NCC(C)O)ncnc2s1 (stereo unspecified)	-13	103	116	nt	nt	0	131	0	131
Cc1ccc2nc(SCC(=O)Nc3cc(C)on3)[nH]c2c1	-13	92	105	14%	-93%	-42	123	?	nt
O=c1oc(-c2ccc(Br)o2)nc2ccccc12	-7	72	79	7%	10%	-18	157	18	157
COc1ncnc2c1N[C@@](C)(O)c1c(F)c(F)c(F)c(F)c1S2	4	97	92	-1%	13%	-9	202	9	202
CSc1ccccc1NC(=O)c1cccs1	nt	nt	nt	1%	6%	-4	107	5	107
Cc1c(C(=O)O)oc2c3c(ccc12)OCCO3	nt	nt	nt	-6%	-3%	1	106	-1	106
CCOc1ccc2nc(NS(=O)(=O)Cc3ccccc3)sc2c1	-14	21	35	-4%	6%	-42	186	?	nt
CCOC(=O)C(CC)/C(C)=N/NC(=O)c1ccccc1[N+](=O)[O-] (stereo unspecified)	nt	nt	nt	5%	-6%	-9	147	9	147
COc1ccccc1NC(=O)Nc1ccnn1Cc1cccs1	-13	92	104	13%	10%	4	147	-4	147
CC(=O)Nc1ccc(NC(=O)CSc2nccn2Cc2ccccc2)cc1	5	90	84	16%	-9%	12	111	-12	111
COCCN(C(=O)Nc1ccccc1)c1ccccc1C	-4	98	102	nt	nt	-3	133	3	133
O=C(NCCCNCc1ccccc1)c1ccncc1	-8	90	97	-12%	-2%	3	139	-3	139
CCc1nc(Nc2ccncc2)c2oc3ccccc3c2n1	12	97	85	4%	16%	-15	183	15	183
Cc1cc(C)cc(NC(=O)CSc2nnc(CN3CCOCC3)n2C)c1	0	95	95	nt	nt	1	195	-1	195
O=c1[nH]c2cc3c(cc2cc1CN(CCc1ccccc1)Cc1nnnn1CC1CCCO1)OCO3 (stereo unspecified)	-23	59	82	7%	8%	10	164	-9	164
CCc1ccc2[nH]c(=O)c(CN(CCN3CCOCC3)C(=O)Nc3ccccc3F)cc2c1	-6	49	55	-5%	-43%	nt	nt	nt	nt
CCN(CC(=O)NC(C)C)C(=O)C(CCSC)NC(=O)c1cccc(C)c1 (stereo unspecified)	nt	nt	nt	-5%	-42%	-4	149	3	149
CC(=O)Nc1sc2c(c1C#N)CC(C)(C)NC2(C)C	-3	99	102	-3%	19%	nt	nt	nt	nt
CCCc1cc(=O)[nH]c(SCC(=O)N(CC(C)C)C2CCS(=O)(=O)C2)n1 (stereo unspecified)	7	98	91	12%	-24%	5	108	-5	108
Cc1cccc(N2CCN(C(=O)Cc3ccc(Br)cc3)CC2)c1C	3	96	93	-8%	14%	-4	155	4	155
Cc1ccc(NS(=O)(=O)c2ccc(NS(=O)(=O)c3cccs3)cc2)cc1	-22	79	101	-1%	-11%	-9	162	9	162
CC(=O)OCN(C#N)c1nc(N(C)C)nc(N(C)C)n1	7	94	87	10%	-15%	-2	129	2	129
COc1cc(C(C#N)N2CCCCC2)ccc1O (stereo unspecified)	10	92	82	-6%	-14%	-4	100	4	100
Cc1ccccc1OCC(=O)Nc1ccccc1CO	-2	100	102	3%	6%	2	75	-2	75
O=C(Cc1ccccc1)Nc1ccc(NC(=O)c2ccco2)nc1	-15	58	73	-9%	8%	8	139	-8	139
CC1(C)c2ssc(=S)c2-c2ccccc2N1C(=O)c1ccco1	5	101	96	19%	22%	11	108	-11	108
O=C(CSc1nc2ccccc2[nH]1)Nc1ccc(F)c(F)c1	12	93	81	-3%	-18%	0	182	0	182
O=[N+]([O-])c1ccc(Sc2nnnn2-c2ccccc2)c(Cl)c1	-8	5	13	13%	53%	4	57	-3	57
Cc1ccc(C(=O)O/N=C/C2=C(Cl)c3ccccc3CC2)cc1	8	90	82	2%	8%	-2	86	2	86
CCCCn1c(SCC(N)=O)nnc1-c1ccco1	13	92	79	-2%	9%	1	188	-1	188
CCOC(=O)c1[nH]c(C)c(C(=O)Nc2ccc3c(c2)OCCO3)c1C	-6	76	82	-14%	-10%	4	136	-4	136
C[C@H](Nc1ncnc2sc3c(c12)CCC3)C(=O)O	-15	99	113	-6%	9%	-4	145	4	145
CCOC(=O)N1CCC(N(CCOC)C(=O)Nc2ccc(CC)cc2)CC1	-21	58	79	-10%	-44%	nt	nt	nt	nt
COC(=O)c1ccccc1NC(=O)c1noc2c1CCCC2	-9	72	81	-8%	12%	nt	nt	nt	nt
COCCCn1cnc2c(c1=O)c1nc3ccccc3nc1n2-c1ccccc1	-23	59	82	2%	-73%	2	133	-2	133
CCCCCn1c(=O)[nH]c2cc(C(=O)NCCc3ccc(OC)c(OC)c3)ccc2c1=O	nt	nt	nt	-6%	-24%	1	156	-1	156
CC1(C)N=C(c2ccc(Cl)cc2Cl)C(=O)N1	-2	87	90	-2%	7%	-3	94	3	94
CC(=O)NC(c1ccco1)c1ccc2cccnc2c1O (stereo unspecified)	-12	43	55	-5%	-167%	-4	131	4	131
COc1ccc(-c2nc(C#N)c(N3CCN(c4cccc(Cl)c4)CC3)o2)cc1OC	-6	98	104	9%	-66%	nt	nt	nt	nt
COc1cc2nc(SCc3ccc(C(F)(F)F)cc3)n(Cc3cccs3)c(=N)c2cc1OC	nt	nt	nt	-10%	-22%	3	137	-3	137
COc1cc(C(=O)Nc2ccccn2)cc(OC)c1OC	12	88	77	7%	8%	-5	170	5	170
COc1ccc(N2CCN(c3oc(COc4ccccc4Cl)nc3C#N)CC2)cc1	-1	89	90	-2%	-24%	nt	nt	nt	nt
O=C1NC2(CCCC2)N=C1c1ccc(F)cc1	2	95	93	-5%	22%	nt	nt	nt	nt
CCOC(=O)c1c(N)n(C2CC(C)(C)NC(C)(C)C2)c2nc3ccccc3nc12	5	88	84	-3%	-15%	-9	141	9	141
Cc1cccc(C(=O)Oc2csc(=S)n2C(=O)c2cccc(C)c2)c1	-7	82	89	nt	nt	-6	89	6	89

Some of the entries so far, in markdown.
| SMILES | MRP resist rev | MRP resist rev cytotoxicity | MRP resist rev with doxorubicin | Bcl-B displacement | PLAP inhibition | NFkB transloc inh | NFkB transloc inh cell count 2 µM | IL1B NFkB pot | IL1B NFkB pot cell count 2 µM |
| --- | --- | --- | --- | --- | --- | --- | --- | --- | --- |
| CCCCCn1c(=O)[nH]c2cc(C(=O)NCCc3ccc(OC)c(OC)c3)ccc2c1=O | nt | nt | nt | -6% | -24% | 1 | 156 | -1 | 156 |
| CC1(C)N=C(c2ccc(Cl)cc2Cl)C(=O)N1 | -2 | 87 | 90 | -2% | 7% | -3 | 94 | 3 | 94 |
| CC(=O)NC(c1ccco1)c1ccc2cccnc2c1O (stereo unspecified) | -12 | 43 | 55 | -5% | -167% | -4 | 131 | 4 | 131 |
| COc1ccc(-c2nc(C#N)c(N3CCN(c4cccc(Cl)c4)CC3)o2)cc1OC | -6 | 98 | 104 | 9% | -66% | nt | nt | nt | nt |
| COc1cc2nc(SCc3ccc(C(F)(F)F)cc3)n(Cc3cccs3)c(=N)c2cc1OC | nt | nt | nt | -10% | -22% | 3 | 137 | -3 | 137 |

Carrying on.
SMILES	MRP resist rev	MRP resist rev cytotoxicity	MRP resist rev with doxorubicin	Bcl-B displacement	PLAP inhibition	NFkB transloc inh	NFkB transloc inh cell count 2 µM	IL1B NFkB pot	IL1B NFkB pot cell count 2 µM
COc1cc(C(=O)Nc2nc(N)n(-c3ccccc3)n2)cc(OC)c1OC	-1	86	87	8%	2%	1	125	-1	125
CCOc1ccc(-c2nnn(CC(=O)c3ccc4c(c3)OCCO4)n2)cc1	22	99	78	-10%	-10%	-2	163	2	163
CCOCCCNC(=O)c1ccc(OC(C)=O)cc1	15	98	83	1%	27%	1	173	-1	173
CCOC(=O)CSc1nc2ccc(C)cc2[nH]1	2	89	87	nt	nt	-11	115	11	115
Nc1nnc(SCC(=O)c2ccccc2)s1	-16	78	94	-6%	6%	-24	132	24	132
COc1ccc(N2CC(C(=O)O)CC2=O)cc1 (stereo unspecified)	1	96	95	nt	nt	0	87	0	87
CC(C(=O)NC1=NCCS1)N1C(=O)c2ccccc2C1=O (stereo unspecified)	-7	103	109	-8%	1%	-11	171	11	171
COc1ccc(SCC(=O)c2cc(C)c(OC(=S)N(C)C)c(C)c2)cc1	-15	58	72	-8%	-27%	-18	181	18	181
CCOc1ccccc1NC(=O)C1CC(=O)n2ncnc2N1 (stereo unspecified)	4	100	96	0%	20%	-8	164	8	164
CC1CCN(c2ccccc2NC(=S)NC(=O)c2ccco2)CC1	nt	nt	nt	nt	nt	3	164	-3	164
Cc1cnc(NC(=O)CSc2nnc(COc3c(C)cccc3C)o2)s1	8	88	81	-1%	0%	-6	54	6	54
O=C(Nc1ccc2c(c1)OCCO2)c1cccnc1	-9	88	97	-1%	3%	nt	nt	nt	nt
COC(=O)C(O)(CC(=O)Nc1ccc(Cl)cc1F)C(F)(F)F (stereo unspecified)	-2	89	91	-11%	9%	32*	79*	-32	79
COCCn1nnnc1SCC(=O)c1ccccc1	11	96	85	-6%	15%	nt	nt	nt	nt
Nc1nc(C(=O)N2CCOCC2)nn1S(=O)(=O)c1ccccc1	-6	98	104	17%	5%	-3	132	3	132
COc1ccc(NC(=O)N2CCCCC2)cc1	-7	95	102	-12%	7%	-12	137	12	137
CCCC(OC(=O)CC1Sc2ccccc2NC1=O)C(=O)NCc1ccco1 (stereo unspecified)	11	91	80	0%	-22%	4	174	-5	174
Cc1cc(C)nc(SCC(=O)Nc2sc3c(c2C#N)CCC(C)C3)n1 (stereo unspecified)	22	101	78	nt	nt	10	90	-10	90
COc1cc2nc(SCc3c(C)noc3C)n(CCC3=CCCCC3)c(=O)c2cc1OC	-21	27	47	5%	-38%	-3	88	3	88
N#Cc1ccc(-c2cccnc2)nc1SCC(=O)Nc1sc2c(c1C#N)CCC2	-5	101	106	-37%	1%	nt	nt	nt	nt
CC(C)OC(=O)c1ccc(OC(=O)c2cccnc2)cc1	-6	100	106	-11%	-14%	-9	186	9	186
CCc1c(C)nc2cc(-c3cc(OC)cc(OC)c3)nn2c1N1CCCC1	-1	75	76	-1%	-43%	2	125	-2	125
CCOC(=O)COc1ccc(S(=O)(=O)Nc2ccc(C)cc2)cc1	11	94	83	3%	-23%	-27	44	27	44
CC(C(=O)Nc1ccc2c(c1)OCO2)N(c1ccc(Cl)cc1)S(C)(=O)=O (stereo unspecified)	7	85	78	-12%	-2%	-15	130	15	130
COc1cc(Nc2cc(C)nc3ncnn23)cc(OC)c1OC	16	86	70	-9%	-44%	nt	nt	nt	nt
N#Cc1c(NC(=O)c2ccc(Cn3cc(Br)cn3)o2)sc2c1CCCCC2	0	85	84	8%	6%	-10	176	10	176
O=C(CN1CCCCC1)Nc1ccc(S(=O)(=O)N2CCCCCC2)cc1	-2	101	103	-3%	-30%	-2	172	2	172
Cc1cc(=O)n2[nH]c(=O)c(N=Nc3ccccc3)c2[nH]1	nt	nt	nt	4%	-51%	10	132	-11	132
CCOC(=O)Cn1c(=O)oc2cc(S(=O)(=O)N(CCN(C)C)Cc3ccccc3)ccc21	-9	103	112	6%	-32%	-3	131	3	131
CC(C)N(C(=O)CSc1nnc(Cn2nnc3ccccc32)n1C)C(C)C	0	85	85	5%	15%	6	99	-6	99
CN(c1ccccc1C(=O)N1CCN(c2ccccc2)CC1)S(C)(=O)=O	7	103	97	nt	nt	-7	94	7	94

Looked up above:
Entry of COc1cc(Nc2cc(C)nc3ncnn23)cc(OC)c1OC in MRP resist rev cytotoxicity: 86
Entry of Cc1cc(=O)n2[nH]c(=O)c(N=Nc3ccccc3)c2[nH]1 in NFkB transloc inh: 10
